NSD2 block – inhibitors of human NSD2 methyltransferase | inhibition, % at 12.5 µM | AID 624260 | NSD2-SET H3K36me1 DELFIA fluorescence, biochemical | 44,000 compounds, 0.07% hits | O96028; in the data active = inhibition above about 54%, passing the limit was not always enough;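 also: inhibitors reduce the monomethyl H3K36 fluorescence signal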
Target sequence (O96028 whole entry, looked up): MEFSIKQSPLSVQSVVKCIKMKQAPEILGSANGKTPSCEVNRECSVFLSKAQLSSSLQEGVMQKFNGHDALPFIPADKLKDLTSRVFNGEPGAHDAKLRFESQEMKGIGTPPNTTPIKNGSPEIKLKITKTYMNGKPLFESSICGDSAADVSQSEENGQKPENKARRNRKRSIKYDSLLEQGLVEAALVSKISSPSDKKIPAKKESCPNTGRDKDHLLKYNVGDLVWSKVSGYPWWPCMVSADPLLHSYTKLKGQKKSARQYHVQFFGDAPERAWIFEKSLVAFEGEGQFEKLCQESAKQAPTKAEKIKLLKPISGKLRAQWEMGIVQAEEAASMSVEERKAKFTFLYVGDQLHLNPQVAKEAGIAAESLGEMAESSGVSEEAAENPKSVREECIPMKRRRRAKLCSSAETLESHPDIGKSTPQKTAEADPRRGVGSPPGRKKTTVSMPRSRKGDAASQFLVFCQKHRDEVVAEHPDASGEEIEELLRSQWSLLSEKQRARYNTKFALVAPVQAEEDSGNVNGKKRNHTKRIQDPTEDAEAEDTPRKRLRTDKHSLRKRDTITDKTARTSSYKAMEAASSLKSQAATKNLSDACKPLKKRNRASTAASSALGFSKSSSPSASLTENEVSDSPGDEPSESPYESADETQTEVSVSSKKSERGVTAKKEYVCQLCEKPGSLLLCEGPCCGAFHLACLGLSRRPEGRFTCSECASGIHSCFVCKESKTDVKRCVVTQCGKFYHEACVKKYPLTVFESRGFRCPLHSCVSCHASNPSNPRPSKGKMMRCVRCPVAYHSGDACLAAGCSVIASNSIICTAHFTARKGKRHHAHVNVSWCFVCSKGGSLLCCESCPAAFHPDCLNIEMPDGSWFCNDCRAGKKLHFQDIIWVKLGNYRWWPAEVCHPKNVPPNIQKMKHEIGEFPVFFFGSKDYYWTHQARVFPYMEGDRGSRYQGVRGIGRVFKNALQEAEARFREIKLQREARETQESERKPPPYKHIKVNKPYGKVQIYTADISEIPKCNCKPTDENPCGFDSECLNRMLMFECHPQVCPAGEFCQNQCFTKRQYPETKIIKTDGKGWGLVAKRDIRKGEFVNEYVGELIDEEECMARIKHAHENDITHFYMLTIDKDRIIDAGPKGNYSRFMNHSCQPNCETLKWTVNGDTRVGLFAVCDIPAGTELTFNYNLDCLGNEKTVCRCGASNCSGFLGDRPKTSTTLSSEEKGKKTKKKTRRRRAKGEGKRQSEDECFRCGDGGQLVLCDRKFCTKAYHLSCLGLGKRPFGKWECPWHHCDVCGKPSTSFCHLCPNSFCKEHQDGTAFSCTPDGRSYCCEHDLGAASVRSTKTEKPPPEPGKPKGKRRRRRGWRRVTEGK
Numbers without * were called inactive. This is a subset; rates above refer to the full screens.

NSD2 block,structure
6,C[C@H](CO)N1C[C@H](C)[C@H](CN(C)CC2CCCCC2)Oc2c(NC(=O)Nc3ccccc3)cccc2C1=O
-4,C[C@@H]1CCCCO[C@@H](CN(C)C(=O)Nc2ccc(F)cc2)[C@H](C)CN([C@@H](C)CO)C(=O)c2cc(NS(=O)(=O)c3cccs3)ccc2O1
1,C[C@@H]1CCCCO[C@H](CN(C)C(=O)NC2CCCCC2)[C@@H](C)CN([C@@H](C)CO)C(=O)c2cc(N(C)C)ccc2O1
-1,COc1ccc(CN(C)C[C@H]2Oc3ccc(NS(=O)(=O)c4cn(C)cn4)cc3C(=O)N([C@H](C)CO)C[C@@H]2C)cc1
-11,COc1ccc(C#Cc2ccc3c(c2)[C@]2(C(=O)N3)[C@H](c3ccc(O)cc3)N3[C@H](c4ccccc4)[C@H](c4ccccc4)OC(=O)[C@H]3[C@@H]2C(=O)NC[C@H](O)c2ccccc2)cc1
-2,O=C(OC1C=C(CO)C2C(OC3OC(CO)C(O)C(O)C3O)OC=CC12O)c1ccc(O)cc1 (stereo unspecified)
3,CO[C@@H](CN(C)S(=O)(=O)c1cn(C)cn1)[C@@H](C)CN(C(=O)Nc1ccc(C(F)(F)F)cc1)[C@@H](C)CO
7,CC(C)NC(=O)N[C@H]1CC[C@@H](CC(=O)NCCCN(C)C)O[C@H]1CO
6,C[C@@H]1CN([C@@H](C)CO)S(=O)(=O)c2ccc(C#Cc3ccccc3)cc2O[C@@H]1CN(C)C(=O)Cc1ccccn1
1,COC(=O)C(CC#Cc1ccc2c(c1)[C@]1(C(=O)N2)[C@H](c2ccccc2OCCO)N2[C@H](c3ccccc3)[C@H](c3ccccc3)OC(=O)[C@H]2[C@@H]1C(N)=O)C(=O)OC
2,NC(=O)C1=C[C@H](c2csc3ccccc23)C[C@H](OCc2ccc(CO)cc2)O1
5,C[C@@H]1CN([C@@H](C)CO)C(=O)c2cc(C#CCN(C)C)cnc2O[C@@H]1CN(C)Cc1ccccc1F
-14,COc1ccc(NC(=O)Nc2cccc3c2O[C@@H](CN(C)Cc2ccc(Cl)c(Cl)c2)[C@@H](C)CN([C@@H](C)CO)C3=O)cc1
4,C[C@@H]1CN([C@@H](C)CO)C(=O)c2cc(N(C)C)ccc2O[C@@H]1CN(C)S(=O)(=O)c1ccc(Cl)cc1
5,COC1=CC(=O)OC(CCc2ccc(OC)c(OC)c2)C1 (stereo unspecified)
-1,C[C@H](CO)N1C[C@H](C)[C@@H](CN(C)Cc2ccc3c(c2)OCO3)Oc2c(NS(=O)(=O)c3ccc(Cl)cc3)cccc2C1=O
3,C[C@@H]1CN([C@H](C)CO)C(=O)c2cccc(NC(=O)C3CCCCC3)c2O[C@@H]1CN(C)S(C)(=O)=O
-5,C[C@@H]1CN([C@@H](C)CO)C(=O)Cc2cc(NS(=O)(=O)c3cccs3)ccc2O[C@H]1CN(C)Cc1ccc2c(c1)OCO2
3,COc1ccc(NC(=O)N(C)C[C@H]2Oc3ccc(NS(C)(=O)=O)cc3C(=O)N([C@@H](C)CO)C[C@H]2C)cc1
-1,C[C@H](CO)N1C[C@H](C)[C@H](CN(C)S(C)(=O)=O)OCCCC[C@H](C)Oc2ccc(NC(=O)c3ccccc3)cc2C1=O
-1,C[C@H](CO)N1C[C@H](C)[C@H](CN(C)C)OCCCC[C@H](C)Oc2ccc(NC(=O)Nc3ccc(F)cc3)cc2C1=O
-2,C[C@@H]1CN([C@@H](C)CO)C(=O)Cc2cc(NC(=O)CCC(F)(F)F)ccc2O[C@H]1CN(C)C
-1,C[C@@H]1CCCCO[C@H](CN(C)Cc2ccc(C(=O)O)cc2)[C@H](C)CN([C@@H](C)CO)C(=O)c2cc(NS(=O)(=O)c3cn(C)cn3)ccc2O1
1,C[C@H](CO)N1C[C@H](C)[C@@H](CN(C)C)OCCCC[C@H](C)Oc2ccc(NC(=O)C3CCCCC3)cc2C1=O
-9,C[C@H](CO)N1C[C@H](C)[C@@H](CN(C)C(=O)CN(C)C)Oc2cc(-c3ccc(C#N)cc3)ccc2S1(=O)=O
3,O=C(NCSCc1cccc(C(F)(F)F)c1)Nc1ccc(F)c(Cl)c1
-4,CC(C)NC(=O)N(C)C[C@@H]1Oc2cc(C#CC(C)(C)O)ccc2S(=O)(=O)N([C@H](C)CO)C[C@H]1C
0,CC(C(=O)Oc1cccc2cccnc12)N1C(=O)c2ccccc2C1=O (stereo unspecified)
-2,COc1ccc(CN(C)C[C@H]2OCCCC[C@H](C)Oc3ccc(N(C)C)cc3C(=O)N([C@H](C)CO)C[C@@H]2C)cc1
1,C[C@H](CO)N1C[C@H](C)[C@H](CN(C)Cc2ccncc2)Oc2ccc(NC(=O)Cc3cn(C)c4ccccc34)cc2C1=O

Next compounds
NSD2 block,structure
3,COc1ccc2c(ccn3cc4c(c(=O)n(C)c(=O)n4C)c23)c1
2,CC(C)(Oc1ccc(Br)cc1)C(=O)O
6,COc1cc2cc(Oc3ccc4ccc(=O)oc4c3)c(=O)oc2cc1O
-3,C[C@@H]1CN([C@H](C)CO)C(=O)Cc2cc(NC(=O)c3ccncc3)ccc2O[C@@H]1CN(C)Cc1ccc(Oc2ccccc2)cc1
-1,C[C@H](CO)N1C[C@H](C)[C@@H](CN(C)C(=O)Nc2ccc3c(c2)OCO3)Oc2c(NC(=O)C3CCOCC3)cccc2C1=O
-7,CCCC#Cc1ccc2c(c1)O[C@H](CN(C)C(=O)CC)[C@H](C)CN([C@@H](C)CO)S2(=O)=O
6,O=C(C[C@@H]1C[C@@H]2c3cc(NC(=O)Cc4ccncc4)ccc3O[C@@H]2[C@@H](CO)O1)NCCN1CCCCC1
-8,C[C@@H]1CN([C@H](C)CO)C(=O)c2cc(NS(=O)(=O)c3ccccc3)ccc2O[C@@H](C)CCCCO[C@@H]1CN(C)S(=O)(=O)c1cn(C)cn1
1,CCOC(=O)C(Cc1ccc(O)cc1)NC(C)=O (stereo unspecified)
-8,CC(C)COC(=O)N(C)C[C@@H]1OCc2ccccc2-c2ccccc2C(=O)N([C@H](C)CO)C[C@@H]1C
-5,C[C@@H]1CN([C@@H](C)CO)C(=O)c2cccc(NC(=O)Nc3ccc4c(c3)OCO4)c2O[C@@H]1CN(C)Cc1ccc(C(=O)Nc2ccccc2N)cc1
-4,COc1ccc(CN(C)C[C@@H]2Oc3ccc(NC(=O)CCN4CCOCC4)cc3CC(=O)N([C@@H](C)CO)C[C@H]2C)cc1
2,Cc1noc(C)c1S(=O)(=O)Nc1ccc2c(c1)C(=O)N([C@H](C)CO)C[C@H](C)[C@@H](CN(C)CC1CCCCC1)OCCCC[C@@H](C)O2
-1,COc1ccc(NC(=O)Nc2ccc3c(c2)[C@@H]2C[C@H](CC(=O)NCc4ccc5c(c4)OCO5)O[C@H](CO)[C@@H]2O3)cc1
1,COc1ccc(S(=O)(=O)Nc2ccc3c(c2)CC(=O)N([C@H](C)CO)C[C@@H](C)[C@H](CN(C)S(=O)(=O)c2ccc(F)cc2)O3)cc1
-8,C[C@@H]1CN([C@H](C)CO)C(=O)c2cccc(NC(=O)Nc3ccc(C(F)(F)F)cc3)c2O[C@H]1CN(C)C(=O)Nc1ccc(C(F)(F)F)cc1
-2,CC(C)NC(=O)N[C@@H]1C=C[C@H](CC(=O)NCc2ccc(Oc3ccccc3)cc2)O[C@H]1CO
0,C[C@@H]1CN([C@@H](C)CO)S(=O)(=O)c2ccc(-c3ccccc3)cc2O[C@@H]1CN(C)C(=O)Cc1ccccc1
1,CC1(C)C(=O)C=CC2(C)C1CC(O)C1(C)C3=CCC(c4ccoc4)C3(C)CCC21 (stereo unspecified)
2,C[C@@H]1CN([C@@H](C)CO)C(=O)Cc2cc(NS(=O)(=O)c3cn(C)cn3)ccc2O[C@H]1CN(C)Cc1ccc2c(c1)OCO2
2,C[C@@H]1CN([C@H](C)CO)C(=O)c2cccc(NS(=O)(=O)c3cccs3)c2O[C@H]1CN(C)S(=O)(=O)c1ccc(Cl)cc1
8,Cc1c(NC(=S)NCc2ccccn2)c(=O)n(-c2ccccc2)n1C
7,C=C1CC[C@@H]2[C@](C)(CO)[C@H](O)CC[C@@]2(C)[C@@H]1C/C=C1/C(=O)OC[C@H]1O
5,C[C@H]1CCCCO[C@@H](CN(C)C(=O)Nc2ccccc2)[C@@H](C)CN([C@@H](C)CO)C(=O)c2cc(NC(=O)C3CCCCC3)ccc2O1
4,C[C@@H]1CN([C@H](C)CO)C(=O)c2cc(NC(=O)C3CC3)ccc2O[C@@H]1CN(C)Cc1ccncc1
2,C[C@H]1CN([C@@H](C)CO)C(=O)c2cc(C#CC3(O)CCCC3)cnc2O[C@@H]1CN(C)C(=O)Cc1ccccc1
4,C/C=C/c1cnc2c(c1)C(=O)N([C@@H](C)CO)C[C@@H](C)[C@H](CN(C)C(=O)Nc1c(C)noc1C)O2
6,C[C@H](CO)N1C[C@H](C)[C@@H](CN(C)C)Oc2ccc(NS(=O)(=O)c3ccc(Cl)cc3)cc2CC1=O
-2,O=C(C[C@H]1C=C[C@@H](NC(=O)CN2CCOCC2)[C@@H](CO)O1)NCc1cccc(F)c1
2,C[C@H](CO)N1C[C@H](C)[C@H](CN(C)C(=O)NC2CCCCC2)Oc2ncc(C#CCN(C)C)cc2C1=O

A draw from above in order of length of the SMILES, largest number first.
NSD2 block,structure
-8,C[C@@H]1CN([C@H](C)CO)C(=O)c2cccc(NC(=O)Nc3ccc(C(F)(F)F)cc3)c2O[C@H]1CN(C)C(=O)Nc1ccc(C(F)(F)F)cc1
2,Cc1noc(C)c1S(=O)(=O)Nc1ccc2c(c1)C(=O)N([C@H](C)CO)C[C@H](C)[C@@H](CN(C)CC1CCCCC1)OCCCC[C@@H](C)O2
1,COc1ccc(S(=O)(=O)Nc2ccc3c(c2)CC(=O)N([C@H](C)CO)C[C@@H](C)[C@H](CN(C)S(=O)(=O)c2ccc(F)cc2)O3)cc1
5,C[C@H]1CCCCO[C@@H](CN(C)C(=O)Nc2ccccc2)[C@@H](C)CN([C@@H](C)CO)C(=O)c2cc(NC(=O)C3CCCCC3)ccc2O1
2,C[C@@H]1CN([C@@H](C)CO)C(=O)Cc2cc(NS(=O)(=O)c3cn(C)cn3)ccc2O[C@H]1CN(C)Cc1ccc2c(c1)OCO2
0,C[C@@H]1CN([C@@H](C)CO)S(=O)(=O)c2ccc(-c3ccccc3)cc2O[C@@H]1CN(C)C(=O)Cc1ccccc1
6,O=C(C[C@@H]1C[C@@H]2c3cc(NC(=O)Cc4ccncc4)ccc3O[C@@H]2[C@@H](CO)O1)NCCN1CCCCC1
-8,CC(C)COC(=O)N(C)C[C@@H]1OCc2ccccc2-c2ccccc2C(=O)N([C@H](C)CO)C[C@@H]1C
-2,CC(C)NC(=O)N[C@@H]1C=C[C@H](CC(=O)NCc2ccc(Oc3ccccc3)cc2)O[C@H]1CO
1,CC1(C)C(=O)C=CC2(C)C1CC(O)C1(C)C3=CCC(c4ccoc4)C3(C)CCC21 (stereo unspecified)
6,COc1cc2cc(Oc3ccc4ccc(=O)oc4c3)c(=O)oc2cc1O
1,CCOC(=O)C(Cc1ccc(O)cc1)NC(C)=O (stereo unspecified)

Following part
NSD2 block,structure
8,C[C@@H]1CCCCO[C@@H](CN(C)Cc2ccncc2)[C@@H](C)CN([C@H](C)CO)C(=O)c2cc(NS(=O)(=O)c3ccccc3)ccc2O1
-6,C[C@@H]1CN([C@@H](C)CO)C(=O)Cc2cc(NC(=O)Nc3ccc(C(F)(F)F)cc3)ccc2O[C@H]1CN(C)Cc1ccc(Oc2ccccc2)cc1
0,O=C1NCCN1c1ncc([N+](=O)[O-])s1
-1,CNC[C@H]1Oc2c(NC(=O)Nc3cccc4ccccc34)cccc2C(=O)N([C@H](C)CO)C[C@@H]1C
8,C[C@H](CO)N1C[C@H](C)[C@@H](CN(C)C(=O)Nc2ccc(F)cc2)Oc2ccc(NS(C)(=O)=O)cc2CC1=O
4,CCC(=O)N(C)C[C@@H]1Oc2ncc(-c3ccc(C#N)cc3)cc2C(=O)N([C@H](C)CO)C[C@H]1C
5,C/C=C/c1cnc2c(c1)C(=O)N([C@H](C)CO)C[C@@H](C)[C@H](CN(C)C(=O)c1cnccn1)O2
4,COc1ccccc1NC(=O)N[C@H]1CC[C@H](CC(=O)N2CCC(Cc3ccccc3)CC2)O[C@H]1CO
-1,COc1ccccc1S(=O)(=O)N(C)C[C@H]1Oc2cc(/C=C/c3ccccc3)ccc2S(=O)(=O)N([C@H](C)CO)C[C@H]1C
-2,C[C@H](CO)N1C[C@H](C)[C@@H](CN(C)S(=O)(=O)c2ccc(Cl)cc2)Oc2ccc(NS(=O)(=O)c3cccs3)cc2C1=O
-2,O=C(NN=C1CCCCCCC1)c1ccccc1O
25,C/C=C/c1cnc2c(c1)C(=O)N([C@H](C)CO)C[C@@H](C)[C@H](CN(C)C(=O)Cc1cccnc1)O2
0,COc1ccc(-c2coc3cc(O)ccc3c2=O)cc1
0,C[C@@H]1CN([C@@H](C)CO)C(=O)c2cc(-c3ccncc3)cnc2O[C@H]1CN(C)C(=O)NC1CCCC1
46,COCC(=O)N(C)C[C@@H]1Oc2ncc(C#Cc3ccncc3)cc2C(=O)N([C@@H](C)CO)C[C@H]1C
2,COC(=O)C[C@H]1C[C@H]2c3cc(NS(=O)(=O)c4ccc(F)cc4)ccc3O[C@H]2[C@@H](CO)O1
6,COc1ccccc1-c1cnc2c(c1)C(=O)N([C@H](C)CO)C[C@H](C)[C@H](CN(C)C(=O)c1ccncc1)O2
-3,C[C@H]1CN([C@@H](C)CO)C(=O)c2cc(C#CC(C)(C)O)cnc2O[C@H]1CN(C)C(=O)C1CCCCC1
-1,COCC#Cc1ccc2c(c1)O[C@@H](CN(C)C(=O)C1CCOCC1)[C@@H](C)CN([C@H](C)CO)S2(=O)=O
0,C[C@@H]1CN([C@H](C)CO)C(=O)c2cc(NC(=O)Nc3cccc4ccccc34)ccc2O[C@H]1CN(C)Cc1ccccc1
-3,Cc1noc(C)c1NC(=O)N(C)C[C@H]1OCCCC[C@H](C)Oc2ccc(NS(=O)(=O)c3cccs3)cc2C(=O)N([C@@H](C)CO)C[C@H]1C
4,C[C@@H]1CN([C@@H](C)CO)C(=O)c2cccc(NC(=O)CCCCCC(=O)Nc3ccccc3N)c2O[C@H]1CN(C)Cc1ccc(Cl)c(Cl)c1
-1,COCC(=O)N(C)C[C@H]1Oc2cc(C#CCN(C)C)ccc2S(=O)(=O)N([C@@H](C)CO)C[C@@H]1C
-8,C[C@@H]1CN([C@H](C)CO)C(=O)Cc2cc(NC(=O)c3ccncc3)ccc2O[C@H]1CN(C)Cc1ccc(Cl)c(Cl)c1

From PubChem BioAssay
